# MT stabilizer: microtubule stabilizers in HeLa cells, primary screen, imaging, high-content imaging. HeLa tubulin immunostaining HCS, 24 h; share of cells brighter than vehicle mean+2SD. % tubulin-high responders, % at 10 µM. 200,000 compounds, 0.83% hits. AID 2205, 2009;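 active means plate Z-score above 3 for both tubulin-high and condensed-nucleus cell shares, with cell loss under 80%, at 10 µM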;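 further: anti alpha tubulin signal scored within the nucleus-defined area of each cell; some results filed as inactive read as strong as hits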
# P. falciparum M1AAP: P. falciparum M1AAP inhibitors, biochemical, fluorogenic H-Leu-NHMec substrate, 1536-well (AID 1445); Aminopeptidase N (Plasmodium falciparum (isolate 3D7)); recombinant M1AAP, H-Leu-NHMec fluorogenic kinetic assay; higher % means a stronger effect; one-dose inhibition, % at 30 µM; IC50 in µM for titrated hits; 220,000 compounds, 0.42% hits;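 active means primary inhibition above the hit cutoff, then over 50% inhibition at one or more dose response concentrations, cut at about 23% in these data, passing the limit was not always enough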;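 further: plate controls were DMSO full reaction for no effect and no enzyme background for full effect; strong numbers were not always called active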
# Dynein transport: inhibitors of GR-EGFP nuclear translocation, primary screen, dynein cargo transport inhibitor project, imaging, high-content, 3617.4 mouse cells. test concentration mostly 20 µM; stimulated with dexamethasone, 1 µM; hits give low values. z-score, hits read low. 220,000 compounds, 0.47% hits;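 active means plate z-score of nuclear minus cytoplasmic receptor signal below a set negative limit, without overly bright fluorescence or cell loss, cut at about -3.5 in these data, passing the limit was not always enough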;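 further: z-score of nuclear minus cytoplasmic ring GR-EGFP intensity difference per well; some compounds called inactive have numbers as strong as hits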
#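 Also added: dexamethasone, 1.0 µM final. Medium: tet-free, stripped-serum medium. Detection: fixed, Hoechst-stained cells imaged at 10x for EGFP. Read-out: nuclear-to-cytoplasmic GR-EGFP distribution per well. Times: induction 48 h, compound 1 h, agonist 30 min.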
# Yfh1-depleted yeast: enhancers of respiration in Yfh1-depleted yeast, dose response, Friedreich's ataxia, plus single-dose screen (AID 1465). S. cerevisiae Yfh1-off respiration, WST-1 reduction, 72 h; higher fold induction means a stronger effect. fold induction at 50 µM; hits with a dose series show EC50 in µM. 220,000 compounds, 0.074% hits;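 active means fold induction of absorbance versus untreated yeast above a set limit, then at least 30% activation at any dose in follow-up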;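 further: activators that raise dye reduction in frataxin-depleted yeast; strong numbers were not always called active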
# bCat nuc transl: modulators of beta-catenin nuclear translocation, primary screen, imaging, HeLa cells, immunofluorescence, high-content. nuclear translocation activity, % at 5 µM. 190,000 compounds, 0.3% hits. AID 1665, 2009;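 active means nuclear translocation activity above 50% at 5 µM, with a well cell count of 50 or more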;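 further: per-cell ratio of nuclear to cytoplasmic median beta-catenin stain intensity; plate controls were DMSO negative control for no effect and GSK-3 inhibitor IX positive control for full effect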
#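 System: HeLa cells, endogenous beta-catenin; compound dosing: 5 µM primary single dose, 0.1% DMSO, 0.02–20 µM confirmation series; incubation: 24 h compound exposure at 37°C, 5% CO2; signal: beta-catenin immunofluorescence imaging with DAPI; evaluation: % activation, nuclear-to-cytoplasmic median beta-catenin signal ratio per cell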
# WT yeast gro inh: growth inhibition of WT strain, primary screen, mitochondrial fusion inhibitor project, WT and mutant strains, chemical genetic. mitochondrial fusion phenotypic screen. inhibition, % at 10 µM. 190,000 compounds, 2.1% hits; in the data active means inhibition above about 58%; tested in S. cerevisiae
# M17LAP inhibition: P. falciparum M17LAP inhibitors, primary screen, biochemical, fluorogenic H-Leu-NHMec substrate, 1536-well (AID 1619); Leucine aminopeptidase (Plasmodium falciparum (isolate 3D7)); recombinant M17LAP, H-Leu-NHMec fluorogenic kinetic assay; higher % means a stronger effect; inhibition, % at 30 µM, or IC50 in µM where a hit was titrated; 220,000 compounds, 0.38% hits;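 active means compound inhibiting the enzyme by more than half at any dose during confirmatory dose-response retesting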;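 further: plate controls were full reaction with DMSO carrier for no effect and no enzyme background for full effect; strong numbers were not always called active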
# T cell HTS: modulators of CD8 T cell-vesicle binding, primary screen, mouse 2C CD8+ T cells, flow cytometry; 330,000 compounds, 0.068% hits; calls only at 7 µM; AID 2052, 2009; 2C CD8+ T cell-vesicle binding; hits give low values;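 active means response, share of CD8 T cells binding vesicles, and their 90th percentile fluorescence all below set limits, cut at about 80% in these data, passing the limit was not always enough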
#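 Test system: purified 2C TCR transgenic mouse naive CD8+ T cells. Probe or stimulus: QL9-peptide-loaded Drosophila micro-vesicles bearing Ld, ICAM-1 and B7-1. Incubation: binding step 1.5 h, 37 °C, antibody labelling 20 min, ice. Measured by: flow cytometry of vesicle-bound cells.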
# Autophagy mod: autophagy modulators in MEF cells, primary screen, imaging, high-content, MEF GFP-LC3; MEF GFP-LC3 puncta imaging; test concentration mostly 10 µM; calls only at 10 µM (by protocol); 190,000 compounds, 0.98% hits;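 active means percentage of spot-positive cells more than 3 SD above its plate mean, without a fluorescence outlier flag or 80% toxicity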;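 further: spot-positive cell cutoff set from DMSO-treated cells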
# WT yeast gro inh mutant strain: also measured in WT yeast gro inh; calls as there; inhibition, %; mitochondrial fusion phenotypic screen, mutant strain inhibition
# Dynein transport cytoplasmic EGFP: also measured in Dynein transport; calls as there; z-score; measured here: cytoplasmic GR-EGFP intensity; hits give high values
# Dynein transport nuclear GR-EGFP: second read-out of Dynein transport, no call of its own (marks repeat the call); z-score; measured here: nuclear GR-EGFP intensity;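 lower value marks the stronger effect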
# Dynein transport cell count: recorded beside Dynein transport, whose call it bears; z-score; measured here: cell count per field
# bCat nuc transl cell count 5 µM: recorded beside bCat nuc transl, whose call it bears; cell count; measured here: cell count, cytotoxicity flag
# T cell HTS vesicle-bound %: second read-out of T cell HTS, no call of its own (marks repeat the call); double positive events, %; measured here: CD8+ vesicle-bound cell fraction;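 binding gate set so that unloaded-vesicle control wells show 10% double positive cells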
# MT stabilizer Hoechst-high %: also measured in MT stabilizer; calls as there; % Hoechst-high responders; measured here: nuclear condensation Hoechst responders;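 share of cells brighter than vehicle mean plus two SD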
# MT stabilizer cytotoxicity %: further read-out of MT stabilizer, marked with its call; toxicity, %; measured here: cytotoxicity by cell density;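 0% = mean cell density of plate MIN control wells and 100% = no cells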
# Autophagy mod cell loss 18 h: second read-out of Autophagy mod, no call of its own (marks repeat the call); toxicity, %; measured here: cell loss, nuclei count;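 cell loss after 18 h compound exposure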
# Numbers without * were called inactive; i = inactive; . = not tested or not shown.
mol | MT stabilizer | MT stabilizer Hoechst-high % | MT stabilizer cytotoxicity % | P. falciparum M1AAP | Dynein transport | Dynein transport cytoplasmic EGFP | Dynein transport nuclear GR-EGFP | Dynein transport cell count | Yfh1-depleted yeast | bCat nuc transl | bCat nuc transl cell count 5 µM | WT yeast gro inh | WT yeast gro inh mutant strain | M17LAP inhibition | T cell HTS | T cell HTS vesicle-bound % | Autophagy mod | Autophagy mod cell loss 18 h
CC(=O)NC1Sc2ccccc2N=C1c1ccccc1 (stereo unspecified) | 4.9 | 3.8 | 7.5 | 5% | -0.74 | -0.3 | -0.28 | 0.28 | i | -1.6 | 1056 | 13 | -2 | -2% | i | 49 | i | 0
Cc1cc(C)cc(NC(=O)CSc2nncn2-c2ccccn2)c1 | 3.7 | 1.2 | 12 | -2% | 0.84 | -0.27 | 0.03 | -0.19 | i | 0.4 | 1485 | -15 | -16 | -7% | i | 62 | i | 14
COC(=O)c1ccccc1NC1c2ccccc2C(=O)N1c1cccnc1 (stereo unspecified) | 4.1 | 1.9 | 4.6 | 4% | -0.0009 | -0.2 | 0.21 | 0.49 | i | 0.7 | 1168 | 2 | 4 | 1% | i | 34 | i | -4
O=C(CSc1nnc(CCCN2C(=O)c3cccc4cccc(c34)C2=O)n1-c1ccccc1)NCCCO | 1.9 | 2.6 | 11 | 13% | 2.3 | -0.25 | 0.96 | -1.5 | i | -1.6 | 1063 | -9 | -11 | 2% | i | 40 | i | 6
COc1ccc(C2=NOC(C(=O)NCCCN3CCOCC3)C2)cc1 (stereo unspecified) | 4.3 | 1.7 | 4.7 | 16% | -0.72 | -0.24 | 0.14 | 0.38 | i | . | . | 9 | 10 | 5% | i | 33 | i | 1
O=C(COC(=O)CCCNC(=O)c1ccc(Cl)cc1)Nc1ccc(Br)cc1 | 2.8 | 3.6 | 13 | 5% | 1.6 | -0.28 | 0.83 | -1.2 | i | -0.7 | 562 | -8 | -16 | 6% | i | 19 | i | -1
CN1C2C=C3C(C#N)=C(N)C(C#N)(C#N)[C@@H](c4cccs4)C3C1CC2 (stereo partly specified) | 4.5 | 3.2 | 4.3 | 4% | 0.3 | -0.18 | 0.15 | 0.26 | i | 1.5 | 922 | 8 | 8 | -18% | i | 29 | i | 4
Cc1ccc(CNC(=O)C23CN(Cc4ccccc4)CC2C(c2ccc([N+](=O)[O-])cc2)=NO3)cc1 (stereo unspecified) | 2.1 | 1.8 | 11 | -6% | 0.66 | -0.21 | 0.61 | 0.1 | i | -3.8 | 808 | -10 | 5 | 10% | i | 26 | i | -33
Cc1nn(-c2ccccc2)c(N)c1N=Nc1ccc2ccccc2c1 | 2.5 | 3.9 | 5.5 | 5% | 0.31 | -0.076 | 1.2 | -1.1 | i | -3.4 | 550 | 70* | 67* | -16% | i | 61 | i | 4
c1ccc(CSc2nnc(-c3cccnc3)o2)cc1 | 3.7 | 1.9 | 4.2 | -3% | 0.88 | -0.23 | 0.33 | 0.016 | i | 1.9 | 1005 | 15 | -18 | 0% | i | 55 | i | 3
CCn1c(SCC(=O)N/N=C(/C)c2ccncc2)nc2ccccc21 | . | . | . | -5% | 0.14 | -0.24 | 0.57 | 0.075 | i | 0.6 | 1341 | . | . | -14% | i | 45 | . | .
CCOC(=O)COc1ccc2c(C)cc(=O)oc2c1C(=O)c1ccccc1 | 2.5 | 2.3 | 5.1 | 1% | -0.012 | -0.053 | 0.2 | -0.48 | i | . | . | -10 | 5 | -19% | i | 24 | i | 2
NNC(=S)NCc1ccc2c(c1)OCO2 | 6.1 | 2.8 | 9.8 | 7% | -0.73 | -0.29 | -0.41 | 0.75 | i | 0.0 | 936 | 8 | 8 | 7% | i | 49 | i | 5
Cc1cc(=O)oc2cc(NC(=O)C3CCCC3)ccc12 | 6.4 | 2.8 | 6.0 | 3% | 0.012 | -0.26 | 0.72 | -0.92 | i | -2.4 | 1129 | 3 | -1 | -9% | i | 41 | i | 10
CCCOc1ccc([N+](=O)[O-])cc1C1NC(=S)NC(c2ccccc2)=C1C(=O)OCC (stereo unspecified) | 2.2 | 0.9 | 8.0 | 9% | 2.6 | -0.26 | 1.5 | -0.59 | i | -0.9 | 1320 | 24 | -7 | 15% | i | 54 | i | 4
Cc1ccc(N=Cc2c(O)[nH]c3ccccc23)c([N+](=O)[O-])c1 | 4.4 | 1.7 | 2.2 | 2% | -1.1 | -0.36 | -0.16 | 2.2 | i | -0.4 | 1064 | 10 | 10 | -1% | i | 62 | i | 10
CCNC(=S)/C(=C(/[O-])c1ccc([N+](=O)[O-])cc1)[n+]1ccccc1 | . | . | . | 5% | -0.69 | -0.2 | -0.2 | 0.14 | i | -3.9 | 1211 | . | . | 6% | i | 36 | . | .
CC(C)c1ccc(NC(=O)C(c2ccc3c(c2)OCO3)N2CCN(C(=O)c3ccco3)CC2)cc1 (stereo unspecified) | 3.2 | 3.3 | 6.5 | 7% | -1.1 | -0.23 | -0.25 | 0.34 | i | . | . | 3 | -5 | 8% | i | 37 | i | 1
Cc1ccc(Cn2c(NC(=O)c3ccco3)nc3ccccc32)cc1 | 2.5 | 2.2 | 7.7 | -1% | 0.34 | -0.18 | 0.34 | -0.0029 | i | -2.6 | 786 | 92* | -2.8* | 2% | i | 12 | i | -18
COc1ccc(/C(O)=C2/C(=O)C(=O)N(Cc3ccco3)C2c2cccs2)cc1 (stereo unspecified) | 3.2 | 1.5 | 14 | 5% | 0.69 | -0.11 | 0.74 | -2 | i | -3.3 | 1188 | -3 | 2 | 36% | i | 40 | i | -12

# Further compounds
mol | MT stabilizer | MT stabilizer Hoechst-high % | MT stabilizer cytotoxicity % | P. falciparum M1AAP | Dynein transport | Dynein transport cytoplasmic EGFP | Dynein transport nuclear GR-EGFP | Dynein transport cell count | Yfh1-depleted yeast | bCat nuc transl | bCat nuc transl cell count 5 µM | WT yeast gro inh | WT yeast gro inh mutant strain | M17LAP inhibition | T cell HTS | T cell HTS vesicle-bound % | Autophagy mod | Autophagy mod cell loss 18 h
CCc1ccc(-c2cn3c(n2)SCC3)cc1 | 2.3 | 4.4 | 9.4 | 4% | 0.6 | 0.66 | 1.1 | -1.8 | i | -1.4 | 982 | 8 | -7 | 4% | i | 43 | i | -17
Cc1ccc(-c2nnn(CC(=O)N(c3ccccc3)C(C(=O)NC(C)(C)C)c3cccs3)n2)o1 (stereo unspecified) | 4.0 | 2.6 | 7.2 | 3% | -0.073 | -0.05 | -0.17 | 0.72 | i | -3.3 | 511 | -10 | 7 | -9% | i | 45 | i | 2
S=c1[nH]c2ccc(Cl)cc2s1 | . | . | . | 0% | -0.18 | -0.11 | 0.079 | 0.36 | i | -0.2 | 1072 | . | . | -7% | i | 11 | . | .
Cc1ccc(NC(=O)Cc2cn(C)c3ccccc23)cc1F | 6.1 | 1.3 | 5.7 | 5% | -0.66 | -0.23 | -0.4 | 0.86 | i | -1.0 | 1063 | -17 | -44 | -2% | i | 54 | i | 7
O=C(CCn1c(=O)oc2ccccc21)NCCN1CCOCC1 | . | . | . | -1% | -0.38 | -0.77 | 0.13 | -0.4 | i | 1.9 | 1185 | 19 | -1 | 0% | i | 22 | . | .
Nn1c(Nc2ccccc2)nc2sc3c(c2c1=O)CCCC3 | 3.8 | 1.1 | 2.0 | 3% | 0.31 | -0.34 | -0.37 | 1 | i | 0.3 | 1496 | 9 | -6 | 17% | i | 52 | i | 34
Cc1ccc(C2C3=C(CCCC3=O)Nc3[nH]c(=S)[nH]c(=O)c32)cc1 (stereo unspecified) | 4.2 | 2.5 | 1.7 | 20% | 1.7 | -0.2 | 1.1 | -1.1 | i | 2.5 | 1421 | 21 | 28 | 44% | i | 33 | i | 1
COc1ccccc1/C=C\C=N\n1c(-c2ccc(Cl)cc2Cl)n[nH]c1=S | 4.3 | 1.0 | 2.1 | -1% | 1.4 | -0.37 | 0.97 | 0.22 | i | -1.3 | 1032 | 65* | 15* | -11% | i | 32 | i | 8
Cc1ccc(-c2nnc(-c3ccc(NC(=O)c4ccco4)cc3)o2)cc1 | 6.8 | 4.1 | 3.3 | 3% | -0.11 | -0.19 | -0.24 | -0.95 | i | . | . | 7 | 11 | 2% | i | 6 | i | 1
CCCCCC(=O)Nc1ccc(N2CCN(CC)CC2)c(Cl)c1 | 4.4 | 2.1 | 6.0 | -4% | -0.89 | -0.2 | -0.2 | 0.35 | i | . | . | 1 | -6 | 1% | i | 36 | i | 10

# High-throughput results from PubChem BioAssay.
